High-throughput results as filed in PubChem.
CHRM5 agonist = human M5 muscarinic receptor agonists, primary screen, CHO-K1 cells, Fluo-8 calcium fluorescence; CHO-K1 hM5 cells; 0% DMSO wells, 100% maximal acetylcholine response; Muscarinic acetylcholine receptor M5 (Homo sapiens), P08912; 360,000 compounds, 0.19% hits; activation, % at 3 µM;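 active means activation above the run's mean over test compounds plus 3 SD, cut at about 23% in these data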;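 further: signal is peak over basal fluorescence ratio across the kinetic read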
M5 PAM = human M5 muscarinic receptor positive allosteric modulators, primary screen, CHO-K1 cells, Fluo-8 calcium fluorescence; Muscarinic acetylcholine receptor M5 (Homo sapiens), P08912; CHO-K1 hM5, ACh EC20 PAM; 0% = ACh EC20, 100% = ACh EC100; activation, % at 3 µM; 360,000 compounds, 0.3% hits; AID 624038, 2012;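 active means activation above the run cutoff, the mean activation of all test compounds plus 3 SD, cut at about 18% in these data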
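System: CHO-K1 cell line with stable human muscarinic M5 receptor expression | Also added: EC20 acetylcholine as agonist stimulus | Compound: One concentration, 3 µM final (nominal) | Timing: Fluo-8 loading 80 min at 37 °C plus 30 min room temperature | Measured by: Fluo-8 calcium dye fluorescence, kinetic read | Read-out basis: % activation, ACh-normalized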
TAAR1 ag = human TAAR1 agonists, primary screen, Fluo-8 calcium fluorescence, CHO RD-HGA16 cells. Trace amine-associated receptor 1 (Homo sapiens), Q96RJ0. vehicle wells 0%, saturating PEA agonist 100%. activation, % at 3 µM. 360,000 compounds, 0.99% hits. AID 624467, 2012;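 active means activation above the mean activation of all test compounds in the run plus 3 SD, cut at about 38% in these data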
Target sequence (Q96RJ0 whole entry, looked up): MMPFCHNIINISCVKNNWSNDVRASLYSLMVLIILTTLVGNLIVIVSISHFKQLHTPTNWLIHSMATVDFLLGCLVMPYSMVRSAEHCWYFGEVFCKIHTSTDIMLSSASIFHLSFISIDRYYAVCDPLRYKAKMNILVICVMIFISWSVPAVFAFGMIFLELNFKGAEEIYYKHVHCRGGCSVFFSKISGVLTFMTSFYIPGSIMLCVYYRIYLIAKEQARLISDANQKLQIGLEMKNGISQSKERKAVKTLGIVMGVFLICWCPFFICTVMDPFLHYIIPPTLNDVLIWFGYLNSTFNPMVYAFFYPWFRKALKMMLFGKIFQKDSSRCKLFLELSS
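Test system: RD-HGA16 (CHO) cells co-expressing Gα16 and hTAAR1 | Doses: Single dose, 3 µM | Schedule: 17-24 h seeding, 75 min 37 °C dye, 30 min RT | Evaluation: % activation from peak over basal fluorescence ratio, DMSO-to-PEA scaled | Technique: Kinetic Fluo-8 calcium fluorescence | Benchmarks: Low control DMSO, high control PEA (EC100)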
CHRM1 agonist = human M1 muscarinic receptor agonists, primary screen, Fluo-8 calcium fluorescence, CHO-K1 cells, HTS. Muscarinic acetylcholine receptor M1 (Homo sapiens), P11229. CHO-K1 hM1, agonist mode; 0% DMSO, 100% acetylcholine EC100. activation, % at 3 µM. 360,000 compounds, 0.33% hits;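 active means activation above the run's mean compound activation plus 3 SD, cut at about 16% in these data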;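 further: peak over basal fluorescence ratio within a 140 s kinetic read after compound addition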
CHRM1 antagonist = human M1 muscarinic receptor antagonists, primary screen, CHO-K1 cells, Fluo-8 calcium fluorescence, 1536-well | CHO-K1 hM1, ACh EC80 antagonist | 360,000 compounds, 1.3% hits | inhibition, % at 3 µM | Muscarinic acetylcholine receptor M1 (Homo sapiens), P11229;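 active means percent inhibition above its own plate's cutoff, namely the mean of that plate's compound wells plus 3 SD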;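 further: peak over basal fluorescence ratio during 140 s after agonist addition; 0% = ACh EC80 plus DMSO and 100% = DMSO alone without agonist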
M1 PAM = human M1 muscarinic receptor positive allosteric modulators, primary screen, CHO-K1 cells, Fluo-8 calcium fluorescence, 1536-well. CHO-K1 hM1, ACh EC20; 0% = ACh EC20, 100% = maximal ACh. Muscarinic acetylcholine receptor M1 (Homo sapiens), P11229. 360,000 compounds, 0.088% hits. AID 588819, 2011. activation, % at 3 µM; in the data active means activation above about 19%, passing the limit was not always enough
M4 ag = human M4 muscarinic receptor agonists, primary screen, CHO-K1 cells, Fluo-8 calcium fluorescence. Muscarinic acetylcholine receptor M4 (Homo sapiens), P08173. CHO-K1 hM4/Gqi5; vehicle 0%, full acetylcholine response 100%. activation, % at 3 µM. 360,000 compounds, 0.14% hits. AID 624127, 2012;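 active means activation above the run mean over all test wells plus 3 SD, cut at about 32% in these data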;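 further: peak over basal fluorescence ratio per well then scaled between controls; 0% = DMSO wells and 100% = acetylcholine at EC100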
Target sequence (P08173 whole entry, looked up): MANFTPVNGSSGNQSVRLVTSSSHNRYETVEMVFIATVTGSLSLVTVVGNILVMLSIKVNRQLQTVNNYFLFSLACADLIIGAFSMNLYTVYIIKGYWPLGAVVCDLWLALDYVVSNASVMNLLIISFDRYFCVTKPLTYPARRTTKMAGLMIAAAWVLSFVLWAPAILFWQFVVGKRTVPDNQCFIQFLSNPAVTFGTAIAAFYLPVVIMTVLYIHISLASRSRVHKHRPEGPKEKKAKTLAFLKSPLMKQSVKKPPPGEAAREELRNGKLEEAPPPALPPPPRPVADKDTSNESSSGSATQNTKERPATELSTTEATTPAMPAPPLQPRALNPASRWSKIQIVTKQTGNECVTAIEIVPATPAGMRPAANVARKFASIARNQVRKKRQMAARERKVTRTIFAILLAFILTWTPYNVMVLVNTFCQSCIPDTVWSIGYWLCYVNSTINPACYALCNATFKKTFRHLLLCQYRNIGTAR
M4 antag = human M4 muscarinic receptor antagonists, primary screen, CHO cells, Fluo-8 calcium fluorescence | Muscarinic acetylcholine receptor M4 (Homo sapiens), P08173 | CHO-hM4 cells, ACh EC80 | inhibition, % at 3 µM | 360,000 compounds, 0.73% hits | AID 624125, 2012;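 active means inhibition above its plate's cutoff, the mean inhibition of sample wells plus 3 SD, cut at about 27% in these data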;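 further: 0% = acetylcholine EC80 with DMSO and 100% = DMSO without agonist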
CHRM5 antagonist = human M5 muscarinic receptor antagonists, primary screen, CHO cells, Fluo-8 calcium fluorescence | Muscarinic acetylcholine receptor M5 (Homo sapiens), P08912 | CHO-hM5 cells, ACh EC80 | inhibition, % at 3 µM | 360,000 compounds, 0.59% hits | AID 624040, 2012;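 active means inhibition above a per-plate cutoff, the mean of that plate's test compounds plus 3 SD, cut at about 27% in these data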;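 further: 0% = acetylcholine EC80 with DMSO and 100% = DMSO without agonist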
An asterisk follows results filed as active; x = not tested or not shown. This is a subset, so the mix of outcomes need not match the whole.

Results follow in this order: CHRM5 agonist	M5 PAM	TAAR1 ag	CHRM1 agonist	CHRM1 antagonist	M1 PAM	M4 ag	M4 antag	CHRM5 antagonist
#1 CCCn1c(COc2ccccc2)nc2ccccc21
  -4	10	1	-6	6	4	-1	5	2
#2 Cc1ccc(S(=O)(=O)NC(C)(C)CN2CCc3ccccc3C2)cc1
  -7	-1	-2	-6	-1	-2	1	3	7
#3 Cc1ccc2c(c1)C=CC(C#N)N2C(=O)Oc1ccccc1 (stereo unspecified)
  -1	-4	0	-3	-12	7	-1	-9	2
#4 O=C(CSc1ccc(-c2cccs2)nn1)Nc1ccccc1
  -2	-1	4	-5	-11	5	5	-10	5
#5 COc1cc(Cl)ccc1NC(=S)N(CCN1CCOCC1)C1CCN(C(C)=O)CC1
  -2	5	1	-4	-12	8	0	61*	0
#6 CCCCC(=O)N(C)c1c(CC)nc2c(OCC=C(C)C)cccn12
  1	5	x	-7	-11	8	0	-6	-2
#7 CC1=C(C(=O)OC(C)C)C(c2cccnc2)C2=C(CC(C)(C)CC2=O)N1 (stereo unspecified)
  2	2	13	-11	-6	4	0	-11	4
#8 O=C(CSc1nnc(-c2ccccc2F)n1C1CCCCC1)N1CCCC1
  2	5	2	-3	-18	13	2	1	1
#9 C=CCOC(=O)C1=C(C)NC(=O)NC1c1cn(-c2ccccc2)nc1-c1cccs1 (stereo unspecified)
  1	7	6	-9	6	-2	5	8	1
#10 COc1ccc(CN=C(Nc2ccccc2)SC2CC(=O)N(C)C2=O)cc1 (stereo unspecified)
  0	-7	11	-4	-5	7	2	4	7
#11 O=C(COC(=O)c1ccc(O)cc1O)Nc1nnc(-c2ccccc2)o1
  6	1	0	-1	-13	6	-1	5	8
#12 C/C=C/C(=O)OCC(=O)Nc1ccc(C)c(S(=O)(=O)N(C)C)c1
  0	-3	1	-8	1	-2	-1	4	-3
#13 CCCN1C2CCCC1CC(NC(=O)NC13CC4CC(CC(C4)C1)C3)C2 (stereo unspecified)
  -2	0	0	-7	-6	4	2	-1	4
#14 COCCC(=O)Nc1ccc2c(c1)CN(C(=O)CSC)CC2
  1	6	1	-4	-17	10	0	-2	-2
#15 O=C(Nc1ccc(N2CCCC2=O)cc1)c1cncc(Br)c1
  0	16	2	-1	-21	16	1	-6	-23
#16 CCC(=O)NCCc1nc2cc(NC(=O)c3ccc(OC)cc3)ccc2n1C
  2	0	-1	-1	-14	5	1	5	4
#17 Cc1ccc(CNC(=O)c2cc(S(=O)(=O)N3CCOCC3)cn2C)cc1
  1	-6	1	-3	4	-6	-1	-3	0
#18 O=c1oc2ccccc2c(Nc2ccccc2O)c1[N+](=O)[O-]
  -4	-1	14	-7	-9	4	1	-9	-6
#19 CC(C)N(Cc1nccn1C)C(=O)c1ccc2oc(Cc3ccccc3)nc2c1
  -4	8	1	-5	7	-4	3	-25	-9
#20 O=C(CCNC(=O)Cn1ccc2ccccc2c1=O)NCC1CCCC1c1ccccc1 (stereo unspecified)
  -2	2	3	-3	-9	6	0	12	6
#21 Cc1cccc(NC(=O)CSCc2nc3c(nnn3Cc3ccc(F)cc3)c(=O)[nH]2)c1C
  0	3	2	-4	2	4	1	-1	6
#22 CCCS(=O)(=O)NC(=O)C1(C)CCCN(C(=O)c2sccc2C)C1 (stereo unspecified)
  0	1	1	-2	-9	8	1	-1	6
#23 CCCOc1ccc(N2C(=O)C3ON(c4ccccc4)C(CCC)C3C2=O)cc1 (stereo unspecified)
  -2	-3	6	-3	20	-8	-3	0	2
#24 FC(F)(F)c1cccc(Cc2noc(CN(Cc3ccccn3)CC3CCCO3)n2)c1 (stereo unspecified)
  -1	-3	5	-2	-6	3	6	-7	7
#25 O=C(CCc1nc2ccccc2c(=O)[nH]1)Nc1nnc(SCc2ccc(F)cc2)s1
  -2	5	0	-1	-9	5	2	-2	12
#26 Cc1cc(N2CCN(C)CC2)nc2ccc(NC(=O)c3ccc4c(c3)OCO4)cc12
  -1	-1	11	-4	-7	11	0	9	1
#27 Cc1ccc(NC(=O)COC(=O)c2cc(-c3cccs3)nn2-c2ccccc2)cc1[N+](=O)[O-]
  -2	-2	-2	-15	-6	5	1	6	4
#28 O=S(=O)(/C=C/c1ccccc1)N1CCNCC1
  -2	-2	2	-5	-8	2	0	-11	11
#29 CC1CCN(CC(=O)N2CCN(c3ccccc3)CC2)CC1
  -9	3	0	-8	-1	-7	0	13	2
#30 CCc1nc2c(OCc3ccc(Cl)cc3Cl)cccn2c1N(C)C(=O)C1CC1
  -2	-3	12	-7	18	-23	3	4	10

Other records
Results follow in this order: CHRM5 agonist	M5 PAM	TAAR1 ag	CHRM1 agonist	CHRM1 antagonist	M1 PAM	M4 ag	M4 antag	CHRM5 antagonist
#31 Cc1ccn2c(C(=O)CSc3ccc(Cl)cc3)c(C)nc2c1
  1	0	10	-1	-6	3	2	-1	7
#32 C=C(C)Cn1c(CCNC(=O)C(C)C)nc2ccccc21
  -6	-5	5	-3	-2	-1	1	-2	-5
#33 COc1cc(OC)c(S(=O)(=O)NCc2cccnc2)cc1NC(C)=O
  0	3	12	-1	14	4	0	2	8
#34 CC(=O)N/C(=C\c1ccc(F)cc1)C(=O)N(C)C
  0	4	0	-5	-2	4	0	-4	1
#35 CCn1cc(/C=C(\NC(=O)c2cc(OC)c(OC)c(OC)c2)C(=O)NCCN2CCOCC2)c2ccccc21
  -3	-9	0	-1	-6	4	1	-2	16
#36 C=CCCC(=O)NC1CCCc2c1cnn2-c1ccccc1F (stereo unspecified)
  6	3	4	-2	-9	7	1	13	0
#37 COC(=O)CS(=O)(=O)c1ccc(C)cc1
  -1	-1	6	-3	8	3	0	-6	10
#38 CCOC(=O)CN(C)Cc1cn[nH]c1-c1ccc2cc(OC)ccc2c1
  9	-14	19	0	12	-5	9	1	9
#39 CCC(CC)C(=O)NCCc1ccc(OC)c(OC)c1
  -4	-1	0	-1	-4	6	0	0	7
#40 Cc1cc(C)c[n+](-c2[nH]c(=O)sc2/C=N/N=C(\[O-])c2cccnc2)c1
  -4	0	3	1	-4	12	-1	-1	1
#41 COc1ccc(C2NC(c3ccc(OC)cc3)C(c3ccccc3)C(=O)C2c2ccccc2)cc1 (stereo unspecified)
  -6	-9	-1	-8	3	-12	-2	-1	6
#42 COc1nsnc1NS(=O)(=O)c1ccc(NC(=S)NC(=O)c2cccnc2)cc1
  2	4	13	-8	-1	7	1	-3	-3
#43 COc1ccc(-c2csc(NC(=O)CSc3nc(C)cs3)n2)cc1
  3	-6	5	-1	9	-9	3	5	-1
#44 O=C(COC(=O)c1ccco1)NCc1ccc(Cl)cc1Cl
  -4	-8	0	-6	0	7	-1	-4	7
#45 CC(C)(C)C(=O)NC(=S)NNC(=O)c1ccncc1
  -2	4	1	-5	-3	8	1	5	-11
#46 CCCSC1=N/C(=C\c2ccc3c(c2)OCO3)C(=O)S1
  -9	0	3	-4	-7	4	0	4	3
#47 COc1ccc(NC2=NCCCCC2)cc1
  -10	-4	3	-7	-11	7	1	5	17
#48 Cc1ccc(-n2cc(CN3CCN(C(=O)c4ncn[nH]4)CC3)c(-c3ccc(F)cc3)n2)cc1
  -2	-6	3	-6	-11	3	3	0	10
#49 CC(=O)c1c(C)oc2ccc(N(C(=O)C3CCCCC3)S(=O)(=O)c3cc([N+](=O)[O-])ccc3C)cc12
  -1	3	2	-6	1	-2	1	-9	6
#50 Oc1ccc(/C=N/Nc2nn3cnnc3c3ccccc23)cc1
  -3	1	1	-3	-8	7	0	2	-1
#51 CC1CC1C(=O)OCC(=O)c1c(N)n(C)c(=O)n(C)c1=O (stereo unspecified)
  -1	1	5	-1	-7	6	1	6	-1
#52 OC(c1ccccc1)c1nccn1Cc1ccccc1 (stereo unspecified)
  -1	1	5	-3	4	-2	2	-7	-3
#53 Cc1ccc(S(=O)(=O)N(C)CC(=O)NNC(=O)CCC(=O)c2ccc(F)cc2)cc1
  0	3	-2	-1	-6	1	1	-8	2
#54 O=C(NCCC(=O)N1CCN(c2ccccc2O)CC1)c1ccc(Br)cc1
  3	-3	1	1	-35	22*	4	-20	-1
#55 CCOc1ccc(NC(=O)NC23CC4CC(CC(C4)C2)C3)cc1
  0	-10	4	-9	-7	5	4	0	4
#56 Cc1ccc(C(O)c2ncc(-c3ccccc3F)[nH]2)c(C)c1 (stereo unspecified)
  3	-4	3	3	-8	0	1	4	-3
#57 CN(Cc1ccccc1)C(=O)CCNC(=O)Cn1cnc2ccccc2c1=O
  -3	-1	15	-4	-12	0	1	-2	-3
#58 O=C(NCc1n[nH]c(=S)n1-c1ccc(Br)cc1)c1cccs1
  -1	-2	5	-3	3	-2	0	-5	-6
#59 Cc1ccc2[nH]c3c(c2c1)SC(C)(C)CC3=O
  -1	3	5	-3	16	7	-1	-5	5
